High-throughput results from PubChem BioAssay.
PLK1 inh: PLK1 (human) kinase inhibition. P53350. inhibition, % at 10 µM. actives 0.53% (n = 97,000). recombinant PLK1 kinase, TR-FRET peptide phosphorylation;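 active = inhibition of 50% or more in the single-concentration screen; inactive = inhibition below 50%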;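 note: 0% = DMSO max control and 100% = H-89 dihydrochloride min control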
PLK1 PBD inh: Plk1 (human) PBD binding inhibition; AID 693; P53350; actives 0.13% (n = 97,000); inhibition, %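 (tested at about 20 µM)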; Plk1 PBD phosphopeptide binding, fluorescence polarization; in the data active = inhibition above about 34%, passing the limit was not always enough
Rev-RRE block: HIV Rev-RRE protein-RNA interaction inhibition | P05866 | Rev peptide-RRE RNA binding, FRET | inhibition, % at 8 µM | actives 0.79% (n = 97,000) | AID 704;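 active = inhibition above the screen-wide mean plus 3 SD, cut at about 35% in these data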;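 note: 0% = median DMSO wells and 100% = median Neomycin B control wells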
Target sequence (P05866 whole entry, looked up): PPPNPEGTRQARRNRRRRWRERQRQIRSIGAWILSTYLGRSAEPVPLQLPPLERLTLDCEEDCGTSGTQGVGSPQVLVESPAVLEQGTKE
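Test system – labelled RRE RNA duplex and labelled Rev peptide · Reagent – labelled Rev peptide · Doses – one concentration, 8 µM nominal · Incubation – 5 + 15 min at 25 °C · Signal – FRET fluorescence readout · Read-out basis – % inhibition of FRET ratio versus controls · Control set – DMSO wells as 0% and neomycin B wells as 100% inhibition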
PLAP act: activators of human placental alkaline phosphatase | purified PLAP enzyme, luminescent substrate read-out; stronger effect = higher value | activation fold at 20 µM | actives 1.2% (n = 96,000); in the data active = activation fold above about 2
FAK inh: inhibitors of human focal adhesion kinase; Q05397; biochemical FAK kinase activity assay; inhibition, %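 (tested at 7 µM)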; actives 0.84% (n = 97,000); AID 727; in the data active = inhibition above about 19%;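 note: 0% = DMSO and 100% = reference compound high control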
Target sequence (Q05397 whole entry, looked up): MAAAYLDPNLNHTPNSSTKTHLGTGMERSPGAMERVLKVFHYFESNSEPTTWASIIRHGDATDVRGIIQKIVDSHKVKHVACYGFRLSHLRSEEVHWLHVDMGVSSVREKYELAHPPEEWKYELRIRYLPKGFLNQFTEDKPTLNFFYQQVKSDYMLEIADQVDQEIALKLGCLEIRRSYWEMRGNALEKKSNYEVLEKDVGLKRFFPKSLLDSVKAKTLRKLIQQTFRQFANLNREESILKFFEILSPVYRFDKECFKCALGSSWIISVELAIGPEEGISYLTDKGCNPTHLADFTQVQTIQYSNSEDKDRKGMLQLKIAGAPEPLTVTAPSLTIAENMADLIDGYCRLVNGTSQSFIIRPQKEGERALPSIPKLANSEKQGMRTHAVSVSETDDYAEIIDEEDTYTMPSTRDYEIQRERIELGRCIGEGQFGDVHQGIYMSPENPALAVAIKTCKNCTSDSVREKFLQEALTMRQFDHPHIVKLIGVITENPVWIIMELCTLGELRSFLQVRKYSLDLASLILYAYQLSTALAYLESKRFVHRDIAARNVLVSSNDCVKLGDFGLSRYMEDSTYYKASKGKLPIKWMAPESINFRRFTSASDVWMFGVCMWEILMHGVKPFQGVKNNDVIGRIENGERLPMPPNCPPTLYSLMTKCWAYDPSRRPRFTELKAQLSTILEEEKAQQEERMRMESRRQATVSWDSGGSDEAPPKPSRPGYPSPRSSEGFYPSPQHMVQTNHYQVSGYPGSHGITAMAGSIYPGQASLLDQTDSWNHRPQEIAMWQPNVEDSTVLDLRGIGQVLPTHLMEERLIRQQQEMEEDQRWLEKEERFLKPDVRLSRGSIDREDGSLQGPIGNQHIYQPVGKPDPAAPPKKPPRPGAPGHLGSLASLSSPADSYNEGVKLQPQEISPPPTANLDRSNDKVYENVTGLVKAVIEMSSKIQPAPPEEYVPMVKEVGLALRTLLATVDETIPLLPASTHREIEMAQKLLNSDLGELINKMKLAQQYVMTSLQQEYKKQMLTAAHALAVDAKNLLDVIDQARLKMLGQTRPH
EphB4 ephrin blk: blocks human EphB4 binding to ephrin-B2 | P54760 | EphB4 LBD / TNYL-RAW-Alexa532 peptide, fluorescence polarization | inhibition, % at 7 µM | actives 0.15% (n = 97,000) | AID 720;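 active = inhibition above the screen-wide mean inhibition plus 3 SD, cut at about 15% in these data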;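 note: 0% = DMSO wells and 100% = excess unlabeled TNYL-RAW peptide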
S1P2 ag: agonists of human S1P2 receptor; S1P2-expressing cell line, agonist reporter read-out; O95136; actives 0.46% (n = 97,000); activation, % at 4.5 µM; AID 729; in the data active = activation above about 16%;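 note: 0% = vehicle low control and 100% = maximal reference agonist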
MT1-MMP txn act: MT1-MMP promoter transcription activation; HT1080 MT1-MMP promoter luciferase reporter, luminescence, overnight; stronger effect = higher value; AID 750; activation factor at 10 µM; actives 0.16% (n = 86,000);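 active = activation factor of at least 2 for MT1-MMP transcription at 10 µM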
S1P2 antag: S1P2 (human) receptor antagonism. AID 736. inhibition, % at 5 µM. cell-based S1P2 antagonist assay, inhibition at 5 uM. actives 0.21% (n = 97,000). O95136; in the data active = inhibition above about 45%;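 note: CRE beta-lactamase reporter cells expressing human S1P2 stimulated with S1P; 0% = agonist at EC80 alone and 100% = agonist plus reference antagonist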
* marks the source's active call; other numbers are inactive results; nt = not tested or not shown; [ ] = dose if it differs, or a comment.

SMILES	PLK1 inh	PLK1 PBD inh	Rev-RRE block	PLAP act	FAK inh	EphB4 ephrin blk	S1P2 ag	MT1-MMP txn act	S1P2 antag
CC1=NN(C(=O)Cc2ccc(C)cc2)C(O)(c2cccnc2)C1 (stereo unspecified)	-7.0	-9.6	2.1	2.4*	0.1	4.8	-3.8	nt	-2.7
CN1CCN(C(=O)c2cc(-c3ccccc3)on2)CC1	-9.7	-9.7	6.3	1.2	-0.7	2.5	-4.2	1.5	1.1
CCCNC(=O)N1CCN(c2ncccn2)CC1	6.7	-14.4	11.4	nt	1.9	3.7	-10.8	1.1	-14.6
CC(=O)Nc1nonc1C(=O)N1CCC(C)CC1	-12.9	-9.8	3.4	nt	1.2	-10.6	-3.2	1.1	-7.4
CN1CCc2c(sc(N)c2C(N)=O)C1	5.9	-15.8	33.1	1.1	2.3	-1.3	-6.7	nt	3.6
CCOC(=O)C1=C(C)NC2=C(C(=O)CCC2)C1c1cn(Cc2ccc(Cl)cc2Cl)nc1-c1ccccc1 (stereo unspecified)	-5.0	-27.0	0.8	1.7	6.1	-9.7	0.0	nt	-10.8
CN1C(=O)C2(N=c3ccccc3=N2)c2ccccc21	-8.5	1.2	1.9	0.8	1.9	-4.2	0.6	1.2	-8.0
CCn1cc(/C=C(/C#N)S(=O)(=O)c2ccccc2)cn1	-6.7	-4.4	3.4	1.1	-1.8	6.3	-5.7	1.1	7.5
Cc1ccc(C(=O)Nn2c(O)c(C=C3N=c4ccccc4=N3)sc2=S)cc1	-4.6	3.7	2.9	0.8	2.7	-4.0	-1.0	nt	2.8
CCCCN(CCCNC(=O)C1CCN(S(=O)(=O)N2CCOCC2)CC1)c1ccccc1	-9.0	-2.1	-7.2	1.2	0.0	-6.8	-3.1	0.9	-6.8
CC(C)=C1C2C=CC1C(C(=O)Nc1cccc(C)c1)C2C(=O)O (stereo unspecified)	-12.8	-4.5	12.6	0.8	8.2	-1.9	-4.3	1.2	1.3
CC1NC2(C(=O)N(Cc3ccccc3)c3ccccc32)C2C(=O)N(c3ccccc3)C(=O)C12 (stereo unspecified)	7.0	-0.1	7.8	1.2	4.5	6.2	-5.1	1.1	19.9
COc1ccc(Cl)cc1NC(=O)N1CCN(CCc2ccccc2)CC1	6.7	8.0	14.7	1.2	-0.2	2.0	-3.3	0.9	-18.6
CCCN1CCN(c2nc3c([nH]2)c(=N)ncn3CC(O)CO)CC1 (stereo unspecified)	-14.2	-30.0	-1.0	1	-9.5	-13.3	-6.4	1.3	-3.8
Nc1c(C(=O)Nc2nccs2)sc2nc(-c3cccs3)cc(C(F)(F)F)c12	-36.8	-10.3	104.0*[fluorescence artefact?]	0.9	-0.6	2.0	-6.9	nt	19.2
CCCCOc1nc2ccccc2nc1C(C#N)C(=O)NC1CCCCC1 (stereo unspecified)	-11.5	-2.6	18.2	1.4	7.0	2.7	-4.2	1.1	10.3
N#Cc1nc(Cc2cccc3ccccc23)oc1NCCCN1CCOCC1	-10.5	21.8	10.6	1.7	0.3	0.5	-6.2	1	23.7
CC(=O)OCC1OC(Sc2cccc3cccnc23)C(OC(C)=O)C(OC(C)=O)C1OC(C)=O (stereo unspecified)	-14.3	3.2	2.8	1.5	-1.1	-2.7	-4.2	nt	13.5
CC(C)CN(C(=O)COC(=O)Cc1c[nH]c2ccccc12)C1CCS(=O)(=O)C1 (stereo unspecified)	-1.2	-16.5	2.0	1.4	-1.2	1.0	-3.7	1.2	7.7
O=S(=O)(c1ccc2c(c1)OCCO2)N1CCC(n2nnc3cc(C(F)(F)F)ccc32)CC1	-8.9	-5.5	13.7	1.5	3.7	2.4	-7.2	0.9	11.0
C=CCNC(=O)c1ccc2c(c1)nnn2C	-10.5	7.6	3.1	0.9	-1.9	5.3	-1.2	1.1	4.7
O=C(COc1ccc(Cl)cc1)Nc1nc(-c2ccc(S(=O)(=O)N3CCOCC3)cc2)cs1	-12.7	5.2	3.8	1.8	-0.6	4.4	-7.0	1	-4.4
COC(=O)c1cc(C#N)c(N(C)Cc2ccccc2)nc1C	-6.6	2.3	14.5	0.8	1.6	2.6	-4.1	nt	-8.9
COC(=O)c1ccc(CSc2ccccc2C)o1	-3.5	-20.2	7.0	nt	0.3	-1.4	-5.7	1.1	3.1
C=CCn1c(=N)n(CC(=O)O)c2ccccc21	-18.3	2.0	6.9	1	1.6	3.5	-6.0	1.1	19.5

(continued)
SMILES	PLK1 inh	PLK1 PBD inh	Rev-RRE block	PLAP act	FAK inh	EphB4 ephrin blk	S1P2 ag	MT1-MMP txn act	S1P2 antag
CCOc1ccccc1OCCn1nnc2ccccc21	-7.5	-4.5	1.7	0.7	1.0	-1.7	-1.7	1	1.1
Nc1ccc(-c2cnc(-c3ccc(N)cc3)nc2)cc1	-13.7	10.8	0.7	0.9	1.1	4.8	-2.6	0.6	-3.0
CCOC(=O)C1=C(C)N=C2SCCC(=O)N2[C@@H]1/C=C/c1ccccc1	-0.9	16.2	0.8	1.1	-5.8	-5.9	-6.7	1.1	-1.9
Cc1ccnc(NC(=S)NC(=O)/C=C/c2ccccc2)c1	-6.0	-8.0	0.9	1	3.0	0.8	-1.1	nt	25.6
COc1ccc(NS(=O)(=O)c2ccc3c(c2)n(C)c(=O)n3C)cc1	-4.4	-24.6	7.5	1	-3.0	2.8	-5.3	nt	-14.7
CO/N=C/NC(=O)NOCc1ccc(Cl)cc1Cl	-9.6	13.3	4.5	1.1	13.9	-1.0	-1.0	nt	-16.4
O=C(NCc1ccco1)c1ccc2c(c1)C(=O)c1ccccc1-2	-2.1	-11.1	-0.8	1.6	4.0	1.9	-1.4	1.2	-23.5
Cc1ccc(N=C2N=C(N)c3ccccc32)c(C)c1	-13.8	-1.7	9.9	1.4	1.0	6.1	-3.8	nt	8.8
Cc1sc2ncnc(NCCc3ccc(S(N)(=O)=O)cc3)c2c1C	-17.7	-4.7	-1.8	0.7	2.9	-2.0	-1.0	nt	62.8*
CC(C)(C)C(=O)COC(=O)c1ccccc1O	-7.5	-2.5	4.2	1.1	0.7	3.8	-7.5	nt	-23.6
C(=N\Nc1nc(-c2ccccc2)cs1)/c1cccnc1	-2.2	-6.9	4.7	1.3	-5.0	-7.5	-7.5	nt	17.1
CCn1c2ccccc2c2cc(NS(=O)(=O)c3ccc(C)cc3)ccc21	-4.4	-7.5	20.2	0.9	2.6	3.9	-1.4	nt	5.2
CCOC(=O)c1cnc(SCC(=O)Nc2cc(C(F)(F)F)ccc2N2CCOCC2)nc1N	-17.6	-12.8	15.9	1.2	-1.9	0.0	-4.8	1.2	-6.5
CCN(CC)c1ccc(C(=O)c2ccccc2C(=O)O)c(O)c1	-9.8	-7.5	9.5	nt	7.0	6.8	-13.3	1.2	-4.5
O=S(=O)(c1ccc2ccccc2c1)N1CCN(S(=O)(=O)N2CCOCC2)CC1	-14.0	2.4	0.4	0.8	-4.1	-2.7	-0.6	1	1.2
CCN(CC)CCCn1c(C)cc2c(c1=O)C(c1ccccc1)C(C#N)=C(N)O2 (stereo unspecified)	-10.1	4.4	5.0	nt	0.5	-4.0	-5.7	1.3	14.2
COc1ccc(C2=Nn3c(nnc3-c3ccco3)SC2)cc1	-3.9	-8.2	3.1	1.7	-1.0	-3.4	0.7	1	-21.8
CCOC(=O)Nc1ccc(S(=O)(=O)Nn2cnnc2)cc1	-3.5	-4.3	6.2	1	-0.2	3.2	-4.8	1.1	7.8
Cc1cc(NC(=O)CSc2nnc(COc3cccc(C)c3C)n2Cc2ccco2)no1	-8.3	26.7	13.3	0.6	7.5	8.6	-3.2	1.1	16.7
Cc1cccc2c1N(CCCOc1ccccc1)C(=O)C2=O	-14.1	-4.4	2.8	0.8	4.5	-2.4	-5.5	1.1	-13.5
Cc1c(NC(=O)NC(C)N2C(=O)C3C4C=CC(C4)C3C2=O)c(=O)n(-c2ccccc2)n1C (stereo unspecified)	2.0	-18.9	1.1	1.1	3.7	-0.6	-3.6	1	-0.9
CCOC(=O)c1c(C)oc2c1c1c(c3ccccc32)OCN(Cc2cccnc2)C1	-1.1	8.6	8.4	1.5	8.0	16.1*	0.7	1.9	0.3
CCCCNC(=O)c1ccc(CNc2c(N3CCC(C(=O)OCC)CC3)c(=O)c2=O)cc1	-3.9	-8.6	-2.2	nt	-3.8	9.9	-3.5	1.1	3.8
O=C1CCCc2ccccc2N1Cc1c(Cl)cccc1Cl	-9.1	-6.7	3.1	1.3	4.5	5.9	-3.3	nt	-5.3
N#Cc1cc(S(=O)(=O)c2ccccc2)c(N)[nH]c1=O	-2.1	28.5	4.7	1.4	-10.2	-5.2	-1.5	nt	10.8

Another view of part of the listing above:
smiles,PLK1 inh,PLK1 PBD inh,Rev-RRE block,PLAP act,FAK inh,EphB4 ephrin blk,S1P2 ag,MT1-MMP txn act,S1P2 antag
CN1CCc2c(sc(N)c2C(N)=O)C1,5.9,-15.8,33.1,1.1,2.3,-1.3,-6.7,nt,3.6
CCOC(=O)C1=C(C)NC2=C(C(=O)CCC2)C1c1cn(Cc2ccc(Cl)cc2Cl)nc1-c1ccccc1 (stereo unspecified),-5.0,-27.0,0.8,1.7,6.1,-9.7,0.0,nt,-10.8

(continued)
SMILES	PLK1 inh	PLK1 PBD inh	Rev-RRE block	PLAP act	FAK inh	EphB4 ephrin blk	S1P2 ag	MT1-MMP txn act	S1P2 antag
CCOC(=O)N1CCN(C(=S)NCCOC)CC1	-11.1	-3.2	5.3	1	-0.3	-9.2	-2.1	1.1	-0.3
CCOc1cccc2cc(C(=O)N3CCc4ccccc43)c(=O)oc12	-3.7	-19.3	2.0	1	-0.1	-1.4	-5.0	1.2	5.7
CCS(=O)(=O)c1ccc2c(c1)N(S(C)(=O)=O)CC(C(=O)NCc1ccccc1OC)O2 (stereo unspecified)	-2.2	-25.6	5.5	1	0.3	7.2	-4.7	nt	12.0
CCCCNC(=O)c1onc(CSc2ccc(Cl)cc2)c1C(=O)O	-12.8	19.1	1.5	1.2	-5.0	1.1	-8.1	nt	-3.0
Nc1ccc(-c2sc(N)nc2-c2ccccc2)cc1	-14.1	-26.3	6.1	0.9	1.4	3.5	-4.5	nt	0.0
Cn1c(Cc2cccs2)nnc1SC/C=C/c1ccccc1	-6.7	4.7	8.2	nt	0.8	0.8	-4.4	1	6.0
CNc1oc(C)nc1S(=O)(=O)c1ccc(C)cc1	-2.5	19.8	8.3	1.1	1.7	2.7	-7.2	1.1	-15.4
CCOC(=O)c1c(C)n(C)c2c(C)cc(O)c(OC(C)=O)c12	-8.5	24.6	2.4	1	-0.1	-0.2	-4.9	1.1	13.3
CCCC1(CCC)NC(=O)N(CC(=O)Nc2cccc(OC)c2)C1=O	-6.2	-20.2	2.0	0.8	0.3	-6.1	-0.2	1.1	0.6
O=C(CN(c1ccc(Cl)cc1)S(=O)(=O)c1ccccc1)N1CCN(c2ccccc2)CC1	0.8	-31.5	8.3	1.8	2.1	-7.0	-3.1	1.1	4.0
CCn1nnnc1-c1ccc(OC)c(S(=O)(=O)NCc2ccccc2)c1	-7.4	-14.2	2.7	0.9	-0.9	1.4	-9.4	1.1	14.9
CCc1ccc(-c2cc(C(F)(F)F)n3nc(C(=O)Nc4cnn(Cc5ccccc5C)c4)cc3n2)s1	-21.4	-48.9	1.2	1.1	-3.2	-1.1	1.5	nt	12.5
CSc1ccc(-c2nnn(Cc3ccccn3)n2)cc1	1.4	-6.2	4.6	1	3.2	-1.8	-3.2	2*	20.7
CCN1CCN(S(=O)(=O)c2cc(OC)c(Cl)cc2OC)CC1	-17.1	-13.3	8.2	0.9	-0.8	1.1	-6.0	1.2	5.5
CCOC(=O)C1=C(C)NC(SC)=NC1c1ccc(OC)cc1 (stereo unspecified)	-8.1	9.1	6.1	nt	-0.2	4.6	-2.5	1.1	-19.0
CCOC(=O)c1ccc(Nc2nnc3nc(C)cc(C)n23)cc1	-13.7	-5.0	4.6	1.2	2.6	-2.8	-3.2	1.1	10.0
COc1ccccc1NC(=O)CCC(=O)Nc1nnc(C(F)(F)F)s1	1.9	14.5	0.2	0.9	-3.7	0.3	-5.0	1.1	7.4
COc1ccc(Cl)cc1NC(=O)CN(C(=O)c1ccco1)C1CCCCC1	-1.1	-2.2	13.0	1.5	0.0	-2.0	-2.7	0.9	-1.8
